FEN1 inh: qHTS Assay for the Inhibitors of Human Flap endonuclease 1 (FEN1); Recombinant FEN1 flap cleavage, fluorescence, 15 min; Potency, µM (doses to about 114 µM), for the others: top-dose activity change, negative = inhibition, hits mostly inhibitors; 0.35% of 390,000 active; also: nearly all actives have a fitted effect of over 65% in size
Target sequence (P39748 whole entry, looked up): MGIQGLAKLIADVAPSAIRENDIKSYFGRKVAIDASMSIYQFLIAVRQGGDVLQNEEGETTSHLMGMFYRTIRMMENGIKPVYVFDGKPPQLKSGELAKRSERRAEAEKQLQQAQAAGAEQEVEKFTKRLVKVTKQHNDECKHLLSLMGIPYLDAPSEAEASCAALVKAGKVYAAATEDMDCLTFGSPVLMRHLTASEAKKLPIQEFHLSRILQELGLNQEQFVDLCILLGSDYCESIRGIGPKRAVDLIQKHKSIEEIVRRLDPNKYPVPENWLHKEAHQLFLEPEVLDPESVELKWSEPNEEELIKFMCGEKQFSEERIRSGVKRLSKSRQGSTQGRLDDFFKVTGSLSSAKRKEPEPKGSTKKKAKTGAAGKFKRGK
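Concentration–response screening of FEN1 (10 nM): 15 min compound preincubation at room temperature, reaction started with 50 nM substrate and read at 0 and 15 min. Corrected, normalized data were fitted by a four-parameter Hill equation.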
DT40 TDP1 CPT: qHTS for Inhibitors of human tyrosyl-DNA phosphodiesterase 1 (TDP1): qHTS in cells in presence of CPT. 12% of 420,000 active. Potency, µM (series often up to 46.2 µM), inactives show top-dose activity change, negative = growth inhibition, usual class: inhibitors. chicken DT40 Tdp1-/-;hTDP1 cells + 20 nM CPT, ATP luminescence, 48 h. AID 686979, 2013; also: nearly all actives have a fitted effect of over 55% in size
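Chicken DT40 Tdp1-/- cells complemented with human TDP1, 400 cells/well, exposed to compounds plus 20 nM camptothecin for at least 48 h at 37 C; viability read as ATP content by CellTiter-Glo luminescence.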
GCN5L2 inh: qHTS Assay for Inhibitors of GCN5L2 | Histone acetyltransferase KAT2A (Homo sapiens), Q92830 | Potency, µM (titrated, usually from 58.9 µM), for the others: top-dose activity change, negative = inhibition, hits mostly inhibitors | GCN5L2 HAT assay, ThioGlo1 CoA-SH fluorescence | 0.21% of 390,000 active
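Enzyme at 20nM final was mixed with library compounds for 15 min at room temperature. Peptide H3(1-25) at 75uM, acetyl-CoA at 70uM and ThioGlo1 at 50uM were then added. Plates were read immediately and after 20 min (Ex340nm/Em540nm).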
Starred values were filed as active, the others as inactive; ? = inconclusive; · = no result given; & = joins results of further samples; [ ] = remark or other dose. Calls follow the shape of the dose curve; as a rule, active = well fitted curve in the direction sought with a large enough effect; inconclusive = small, poorly fitted or top-dose-only effect, or another doubt; inactive = no such curve, though single readings can be large; an effect the other way counts as inactive or inconclusive. % is scaled to controls: 0 for no effect and ±100 for the full control effect; potency is read from the fitted curve at half-maximal effect.

item	structure	DT40 TDP1 CPT	GCN5L2 inh	FEN1 inh
1	Cc1ccc2nc(-c3ccccn3)oc2c1	?	-5.5%	-10.9%
2	CCOc1ccc(NC(=O)CSc2nc3c(oc4ccccc43)c(=O)n2CCOC)cc1	-29.8%	-5.0%	20.1%
3	O=C1NC(c2ccccc2)=N/C1=C/c1ccco1	-1.8%	-10.0%	-5.1%
4	CC(=O)Nc1nonc1-c1nnc(SCc2ccc(F)cc2Cl)n1C	?	-2.1%	-5.4%
5	COC(=O)c1ccc(-c2ccc(F)cc2)nc1C	-14.7%	-5.9%	-2.8%
6	Cc1nnsc1S(=O)c1ccc(Cl)cc1 (stereo not given)	?	2.8%	17.7%
7	COc1ccccc1CNC(=O)COC(=O)c1ccc(C)c(S(=O)(=O)N2CCCCC2)c1	-2.6%	-9.8%	-6.6%
8	CN(Cc1ccccc1)C(=O)c1cc(-c2cccc(Cl)c2)on1	23.1µM*	-8.3%	-22.0%
9	O=C(O)CC(NC(=O)C12CC3CC(CC(C3)C1)C2)c1cccc(Cl)c1 (stereo not given)	0.3%	-1.0%	-6.5%
10	Cc1nc2ccc(S(=O)(=O)NC(C(=O)Nc3nc4ccc(Cl)cc4s3)C(C)C)cc2s1 (stereo not given)	-9.7%	-7.0%	-6.3%
11	Cc1ccc(CNC(=O)CN(C)S(=O)(=O)c2cccs2)cc1	2.5%	-4.5%	-4.1%
12	Cc1ccc(NC(=O)CN(C)C(=O)c2ccc(Cl)c(S(=O)(=O)NCc3ccco3)c2)cc1	-11.0%	-2.0%	-6.9%
13	CCOC(=O)C(C)(C)Oc1ccc(Cl)cc1	-2.2%	-0.9%&0.1%	-9.4%&-7.9%
14	CC(=O)N1CCN(c2ccc(NCc3ccc(C)cc3)cc2)CC1	-21.1%	1.6%	4.9%
15	CCOc1ccc(CCNC(=O)CSc2cc(=O)n(C)c3cc(Cl)ccc23)cc1OCC	-11.4%&-27.5%	-1.0%&-2.5%	0.4%&6.6%
16	Cc1cc(CN(C)C(=O)CC2C(=O)NCCN2Cc2c(F)cccc2Cl)n[nH]1 (stereo not given)	-0.7%	0.2%	-2.5%
17	CSCCC(NC(=O)c1cccc(C)c1)C(=O)OCC(=O)Nc1c(C)nn(-c2ccccc2)c1C (stereo not given)	2.5%	-6.5%	-1.2%
18	O=C(CN1CCN(Cc2ccccc2F)C1=O)NCc1ccco1	13.4%	-11.5%	-5.2%
19	CCN(CC(=O)Nc1c(F)cccc1F)C(=O)c1cc([N+](=O)[O-])ccc1N1CCCCC1	-16.9%	-0.4%	-5.3%
20	CCOc1ccc(CN2CCN(C(=O)c3cccc(F)c3)CC2)cc1	-24.6%	-1.2%	-0.4%
21	O=C(CN1CCCCCC1)Nc1ccccc1C(=O)Nc1ccccc1	?	1.9%	-12.1%
22	COc1cccc(NC(=O)C(=O)c2cn(CC(=O)N3CCOCC3)c3ccccc23)c1	?	-15.1%	-6.1%
23	O=C(CC1Sc2ccccc2NC1=O)Nc1cccnc1 (stereo not given)	25.1%	-4.1%	-6.2%
24	COc1ccccc1N1CCN(C(=O)C2CCC(Cn3c(=S)[nH]c4ccccc4c3=O)CC2)CC1 (stereo not given)	23.1µM*	?	-1.1%
25	CCN1CCN(C(CNS(=O)(=O)c2cccs2)c2cccnc2)CC1 (stereo not given)	0.0%	-9.4%	-8.3%
26	COc1ccccc1NC(=O)Cn1c(=O)n(CCCCCC(=O)NCc2ccccc2)c(=O)c2sccc21	?	-2.2%	-9.8%
27	CCOC(=O)CC1=C(C(=O)OCC)C(c2ccc(OC)c(OC)c2)C(C#N)=C(N)O1 (stereo not given)	-14.6%	4.2%	7.7%
28	COc1ccc(Cl)cc1NC(=O)/C=C\C(=O)O	-24.3%	-11.1%	-8.9%
29	COC(=O)c1ccc(NC(=O)C(=O)NCCc2csc(-c3ccc(C(F)(F)F)cc3)n2)cc1	-5.2%	-5.3%	8.6%
30	O=C(Nc1cccc(-c2cnc3ccccc3n2)c1)c1cccc(NC(=O)c2ccco2)c1	6.51µM*	-2.9%	-25.5%
31	COc1cc(C2Nc3ccccc3NC3=C2C(=O)CC(C)(C)C3)cc(OC)c1OC (stereo not given)	-3.0%	-6.2%	-4.8%
32	Cn1c(=O)c2c(nc(NCCc3ccccc3)n2Cc2ccc(Cl)c(Cl)c2)n(C)c1=O	?	-0.9%	-14.7%
33	NC(=O)c1c(NC(=S)Nc2ccc(F)cc2)sc2c1CCCC2	1.8%	-0.4%	7.6%
34	O=C(COC(=O)C1=COCCO1)Nc1ncc(C(F)(F)F)cc1Cl	9.4%	1.8%	-1.0%
35	Cc1ccccc1NC(=O)CN1C(=O)NC(C)(CCc2ccccc2)C1=O (stereo not given)	1.1%	-15.2%	1.0%
36	CSC1=C(C#N)C(c2ccc(C(C)C)cc2)CC(=O)N1 (stereo not given)	-27.4%	-11.1%	-5.8%
37	CC(=O)n1cc(/C=N/NC(N)=S)c2ccccc21	?	-10.4%	0.0%
38	Nc1cc(N)cc(-c2nc3ccccc3o2)c1	?	·	0.7%
39	Cc1nc(C)c(C(=O)N(c2ccc(F)cc2)C(C(=O)NCC2CCCO2)c2ccccc2)s1 (stereo not given)	2.8%	0.2%	6.0%
40	CCCCOc1ccc(C(=O)NCCS(=O)(=O)N2CCN(c3ccccc3OC)CC2)cc1	5.8µM*	-19.7%	-14.7%
41	Cc1c(Cl)c([N+](=O)[O-])nn1CC(=O)NCCCN1CCOCC1	24.4%	-1.2%	-10.2%
42	O=C(CCN1CCN(c2ccccc2)CC1)NNC(=O)c1cccc2ccccc12	1.3%	-0.6%	9.2%
43	CCCNC(=O)COc1ccc2c(=O)c(Oc3ccccc3F)coc2c1	?	-1.7%	3.1%
44	O=[N+]([O-])c1ccc(N2CCN(Cc3ccccc3)CC2)c(S(=O)(=O)N2CCOCC2)c1	-11.6%	-16.3%	15.7%
45	NNC(=O)c1csc(-c2ncc(C(F)(F)F)cc2Cl)n1	6.3%	-5.8%	-0.9%
46	CN(C(=O)C1CCC(CNS(=O)(=O)c2cccc3cccnc23)CC1)C1CCCCC1 (stereo not given)	?	-2.5%	-12.5%
47	O=C(c1c(F)cccc1F)N(Cc1ccccc1)Cc1ccccc1	11.6µM*	-13.3%	1.0%
48	N#Cc1cc2c(nc1SCc1ccccc1)CCC2	0.5%	0.8%	-7.3%
49	COc1ccccc1-c1nnc(SCC(=O)Nc2ccccc2F)o1	20.6µM*	-4.8%	-1.0%
50	CS(=O)(=O)Cc1ccc(C(=O)NC2CCCc3ccccc32)cc1 (stereo not given)	2.8%	-3.3%	-5.7%
51	COCCN(C(=O)COC(=O)C(C)(C)Oc1ccc(Cl)cc1)c1c(N)n(Cc2ccccc2)c(=O)[nH]c1=O	-10.0%	·	-2.9%
52	O=C1COc2ccc3ccccc3c2CN1	-2.8%	-4.3%	-6.3%
53	CN(C)Cc1nc2ccccc2c(=O)n1Cc1nc(-c2cc3ccccc3o2)cs1	?	-2.1%	-14.1%
54	CC1CN(C2=NC(=O)/C(=C/c3ccncc3)S2)CC(C)O1 (stereo not given)	-10.4%	-2.7%	9.3%
55	Cc1ccc(NC(=O)c2ccc(NCC3CCCO3)c([N+](=O)[O-])c2)cc1Cl (stereo not given)	-20.9%	-7.8%	0.4%
56	CCn1cc(CCC(=O)NCCc2ccccc2)c2ccccc21	?	-1.8%	10.2%

Further structures:
item	structure	DT40 TDP1 CPT	GCN5L2 inh	FEN1 inh
57	Cc1sc2nc(COC(=O)CNC(=O)c3ccc(C(C)(C)C)cc3)[nH]c(=O)c2c1C	-2.5%	-8.8%	?
58	O=C(Nc1cccc(O)c1)c1cc(S(=O)(=O)N2CCCC2)ccc1Cl	-33.0%	-4.9%[0.501 µM]	10.6%
59	CCSc1ncc(Cl)c(C(=O)Nc2ccccc2F)n1	-0.4%	0.5%	2.3%
60	CCCCN(CCCNC(=O)C1CCN(S(=O)(=O)CC)CC1)c1ccccc1	?	-4.5%	-12.0%
61	CC(=O)C1C(c2ccc(C)cc2)c2c(n[nH]c2C)CC1(C)O (stereo not given)	-3.8%	-2.0%	-0.6%
62	CCOc1cccc(CC(=O)N2CCc3c([nH]c4ccccc34)C2c2ccccc2)c1OCC (stereo not given)	?	?	-14.3%
63	Cc1ccc(O)c(C(=O)c2cnc3c(c2)c(-c2ccc(F)cc2)c(C#N)c(=O)n3C)c1	18.4µM*	-6.4%	5.9%
64	CCNc1nc(-c2cc(C)n(Cc3ccco3)c2C)cs1	?	-3.0%	0.4%
65	Cc1ccccc1C(=O)Nc1nc2nc(-c3ccccc3)cc(=O)n2[nH]1	-5.8%	2.3%	13.4%
66	COc1ccc(OC)c(-c2nc(C(=O)NCCCN3CCOCC3)cc3c2[nH]c2ccccc23)c1	16.4µM*	-7.7%	0.1%
67	Cc1c(Br)c([N+](=O)[O-])nn1CC(=O)NCc1ccco1	4.8%	0.8%	5.7%
68	CCOc1ccc(OCCOCCN2CCc3ccccc3C2)cc1	-16.5%	-4.2%	-15.5%
69	CCOc1ccccc1C(=O)OCC(=O)Nc1cccc(S(=O)(=O)N2CCCC2)c1	20.6µM*	-6.4%	8.0%
70	COCCNC(=O)C(c1cccs1)N(C(=O)Cn1nnc2ccccc21)c1ccc2c(c1)OCO2 (stereo not given)	-7.5%	1.9%	7.1%
71	COC(=O)c1ccc(COc2cccc(OC)c2)o1	?	-13.9%	-13.9%
72	CNC(=O)c1cc2ccc(OC)cc2oc1=O	-18.5%	-6.8%	-2.4%

Of the compounds above, eight contain an NH in an aromatic ring:
item	structure	DT40 TDP1 CPT	GCN5L2 inh	FEN1 inh
16	Cc1cc(CN(C)C(=O)CC2C(=O)NCCN2Cc2c(F)cccc2Cl)n[nH]1 (stereo not given)	-0.7%	0.2%	-2.5%
24	COc1ccccc1N1CCN(C(=O)C2CCC(Cn3c(=S)[nH]c4ccccc4c3=O)CC2)CC1 (stereo not given)	23.1µM*	?	-1.1%
51	COCCN(C(=O)COC(=O)C(C)(C)Oc1ccc(Cl)cc1)c1c(N)n(Cc2ccccc2)c(=O)[nH]c1=O	-10.0%	·	-2.9%
57	Cc1sc2nc(COC(=O)CNC(=O)c3ccc(C(C)(C)C)cc3)[nH]c(=O)c2c1C	-2.5%	-8.8%	?
61	CC(=O)C1C(c2ccc(C)cc2)c2c(n[nH]c2C)CC1(C)O (stereo not given)	-3.8%	-2.0%	-0.6%
62	CCOc1cccc(CC(=O)N2CCc3c([nH]c4ccccc34)C2c2ccccc2)c1OCC (stereo not given)	?	?	-14.3%
65	Cc1ccccc1C(=O)Nc1nc2nc(-c3ccccc3)cc(=O)n2[nH]1	-5.8%	2.3%	13.4%
66	COc1ccc(OC)c(-c2nc(C(=O)NCCCN3CCOCC3)cc3c2[nH]c2ccccc23)c1	16.4µM*	-7.7%	0.1%

(continued)
item	structure	DT40 TDP1 CPT	GCN5L2 inh	FEN1 inh
73	COc1ccccc1N1CCN(C(=O)C(=O)c2cn(CC(=O)N3CCCC3)c3ccccc23)CC1	-4.7%	-4.3%	-16.3%
74	Cc1ccc(S(=O)(=O)c2c(C)cc(C)nc2N2CCCCC2)cc1	23.1µM*	-3.2%	2.9%
75	COc1ccc(C(=O)OCC(=O)NC(=O)NCc2ccccc2)cc1[N+](=O)[O-]	1.8%	-0.7%	4.9%
76	CCCCNC(=O)C1CCN(Cc2ccc(OCc3ccccc3)cc2)CC1	?	-5.1%	-9.9%
77	Cc1ccc(NC(=O)CSc2nc3n[nH]c(C)c3c(=N)n2-c2cccc(C)c2)cc1	5.8µM*	-3.4%	-9.4%
78	O=C(O)c1cccc(Cn2c(Cl)c(/C=N/NC(=O)c3cc4ccccc4cc3O)sc2=O)c1	-4.3%	?	17.8µM*
79	CN(C)C(CNC(=O)c1cccs1)c1ccco1 (stereo not given)	-8.1%	-9.4%	0.1%
80	C[n+]1ccc(C(=O)NCc2ccccc2)cc1	2.7%	?	-11.5%
81	Oc1ccc(/C=N/Nc2ccnc3cc(Cl)ccc23)c(O)c1O	?	-23.3%	44.7µM*
82	Cc1cc2c(cc1C)[n+](C)cn2CC(O)COCC1CC=CCC1 (stereo not given)	8.2µM*	-1.3%	-2.3%
83	O=C(O)c1cccc(S(=O)(=O)N2CCC(Cc3ccccc3)CC2)c1	-5.3%	0.7%	-4.7%
84	CCC(C)N1CC23C=CC(O2)C(C(=O)OC)C3C1=O (stereo not given)	6.0%	-10.6%	-10.3%
85	N/C(=N\OC(=O)Cc1cccs1)c1ccc([N+](=O)[O-])cc1	14.5%	-6.3%	-0.3%
86	CC1(c2ccccc2)NC(=O)N(CC(=O)NCCN2C(=O)S/C(=C\c3cccnc3)C2=O)C1=O (stereo not given)	-11.6%	·	3.7%
87	CC1(C)CC(=O)c2c(oc3c(Cl)cc(NS(=O)(=O)c4ccc(Br)cc4)cc23)C1	2.6%	0.6%	-7.2%

Source: PubChem (National Center for Advancing Translational Sciences (NCATS))

Not all compounds are listed; count on the stated rates, not on these rows.
